PglD inh: blocks C. jejuni PglD acetyltransferase activity; purified PglD enzyme, DTNB colorimetric CoA detection; actives 0.098% (n = 360,000); inhibition, % at 12.5 µM; in the data active = inhibition above about 16%, passing the limit was not always enough; note: strong numbers were not always called active
PGC1a acetyl inh: lowers PGC1a acetylation signal in U2OS cells. inhibition, % at 15.6 µM. AlphaScreen anti-acetyl-lysine; with virally co-expressed GCN5 acetyltransferase. AID 651687. actives 0.17% (n = 350,000);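 active = every replicate shows inhibition of at least 40%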;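 note: 0% = neutral control wells and 100% = positive control wells; some results beyond the cut were filed as inactive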
INS-1E GSIS act: GLuc luminescence reporter in INS-1E cells, primary screen for activators of glucose-dependent secretion of insulin; activation, % at 16.6 µM; actives 0.61% (n = 370,000); INS-1E GLuc reporter insulin secretion, 2-3 h;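 active = lowest replicate activation of at least 40%, so every replicate reaches that level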;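 note: 0% = median of neutral control wells and 100% = median of IBMX positive control wells; some compounds called inactive have numbers as strong as hits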
Cneo AK release: causes C. neoformans cell lysis | adenylate kinase release luminescence, 4 h; normalised: neutral wells 0, clomiphene wells 100 | lysis activity, % at 15 µM | actives 0.2% (n = 360,000);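 active = mean lysis activity across replicates of at least 80%, whatever share of replicates individually reach that level; inactive = mean lysis activity below 80%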
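Material: C. neoformans cells | Amount: Yeast cell density of 5 × 10^6 cells/mL | Medium: Fresh YPD growth medium | Dosing: Single dose | Times: Static 4 h at 37 °C with compound, 1 h detection | Detection: AK luminescence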
ARNT TACC3 PPI: disrupts binding between human ARNT and TACC3. Q9Y6A5. AlphaScreen His-ARNT PAS-B/GST-TACC3 binding, luminescence; TACC3 fragment carries E629A point mutation. inhibition, % at 9.99 µM. actives 0.66% (n = 390,000). AID 623870;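 active = mean inhibition of replicates at least 50% and at least half of replicates each reaching 50%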;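 note: 0% = complete ARNT plus TACC3 wells and 100% = ARNT alone without TACC3; many hits fall short of the cut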
PAX8 inh HTS: lowers PAX8-driven luciferase in RMG-I cells. RMG-I TPO-luciferase reporter, SteadyGlo, 24 h. inhibition, % at 12.6 µM. actives 1.2% (n = 360,000). AID 652154;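 active = mean replicate inhibition at least 60% with every replicate also reaching 60%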;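 note: luciferase light reporting Pax8 driven TPO promoter activity; plate controls were median of neutral control wells for no effect and mitoxantrone controls for full effect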
LGR2 antag: inhibitors of bursicon-induced Drosophila LGR2 receptor cAMP signaling. inhibition, % at 9.99 µM. HEK293 LGR2, CRE-luciferase, bursicon-stimulated, 4 h. actives 0.35% (n = 380,000);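 active = drop in luminescence signal, shown as inhibition above about 50% in the replicate tests, limit read from the data, passing the limit was not always enough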;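 note: agonist challenge used bursicon conditioned medium at about half maximal strength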
C2C12 statin: protects C2C12 myotubes from simvastatin toxicity. ATP luminescence, 48 h; scaled: DMSO 0, geranylgeraniol control 100. rescue of ATP level, % at 7.49 µM. actives 0.78% (n = 330,000). AID 602340;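 active = mean ATP rescue above about 67%, or every replicate alone reaching that limit, limit read from the data, passing the limit was not always enough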;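 note: myotubes were challenged with 10 µM simvastatin during compound exposure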
Active calls of the source: *; / = not tested or not shown; & = joins results of further samples.

Value order: C2C12 statin, PglD inh, PGC1a acetyl inh, ARNT TACC3 PPI, INS-1E GSIS act, Cneo AK release, LGR2 antag, PAX8 inh HTS
- O=C(C[C@H]1CC[C@@H](NC(=O)CC2CC2)[C@@H](CO)O1)NCc1ccc(Cl)cc1
→ 14, 5, -2, -4, 2, 14, 6, -2
- COc1ccc(NC(=O)C2(c3ccc(NC(=O)c4ccc(OC)c(OC)c4)cc3)CCCC2)cc1
→ -3, -3, -15, -10, /, 1, /, /
- CCn1c(COc2ccccc2OC)nc2ccccc21
→ -1, 3, /, -5, /, 4, -47, -32
- CCOC(=O)Nc1c2ccccc2nc2ccccc12
→ -6, 0, /, -1, 16, 1, -18, -11
- CCOc1ccc(Cl)cc1/C=N/NC(=O)CNC(=O)c1ccccc1
→ -5, 6, -1, 6, -13, 0, 0, -1
- COc1ccc(/C=C/C(=O)OCC(=O)N2CCCCCC2)cc1OC
→ 2, -4, 0, -1, 27, 1, -32, 6
- COc1ccc(N2CCC(CNS(=O)(=O)c3cccc(C(F)(F)F)c3)C2)cc1 (stereo not given)
→ 65, -2, 17, 9, /, 0, /, /
- CNC(=S)NNc1nncc2ccccc12
→ 5, -9, 11, -3, 14, -1, -4, 12
- COc1cc(NC(=O)c2ccco2)c(OC)cc1NC(=O)Nc1ccccc1Cl
→ -33, 0, -1, 0, -1, 1, 0, /
- C[C@@H]1CN([C@@H](C)CO)C(=O)c2ccccc2-c2ccccc2CO[C@@H]1CN(C)C(=O)Nc1cccc(F)c1
→ -4, 1, -2, -5, -7, 4, 6, /
- CC(C)(C)c1ccc(C(=O)Nc2ncn[nH]2)cc1
→ /, /, 2, -5, 5, /, -51, -66
- Cc1cc(C)c(NC(=O)CS(=O)CC(=O)NCCCc2ccccc2)c(C)c1 (stereo not given)
→ -1, 0, 4, 0, -4, -1, -22, /
- CCc1cc(C)cc(OCCOc2ccccc2/C=N/NC(C)=O)c1
→ -20, 5, -1, -4, -4, 3, 5, 5
- NC(=O)c1ccccc1NC(=O)CN1CCN(Cc2ccccc2)CC1
→ 9, 1, /, 2, 11, -1, -1, -1
- COCC(=O)N(C)C[C@@H]1Oc2ncc(C#C[C@@H](C)O)cc2C(=O)N([C@@H](C)CO)C[C@H]1C
→ -8, 2, 5, -5, 19, 5, -4, /
- COc1ccc(NC2=CC(c3ccccc3)N(c3ccc(OC)cc3)C2=O)cc1 (stereo not given)
→ /, 5, -2, /, -2, 0, -17, 2
- CC(=C/C(=O)O)/C=C/c1ccc(Cl)o1
→ -4, 6, 9, -4, 8, -2, 8, /
- COc1ccc(N2CCN(C(=O)CCCn3nnnc3CN3CCOCC3)C(C)C2)cc1 (stereo not given)
→ 3, 2, /, -5, 4, 2, -14, -8
- CN(c1cccc(NC(=O)c2ccc(Cl)c(S(=O)(=O)N3CCOCC3)c2)c1)S(C)(=O)=O
→ 6, -4, /, /, 19, -4, 9, 16
- CC(/C=C1\SC(=S)N(NC(=O)c2ccccc2C)C1=O)=C\c1ccccc1
→ /, /, /, 2, 37, /, 31, 7
- CC(=O)c1ccc(N2CCN(C(=O)COc3ccc4ccccc4c3)CC2)cc1
→ 7, 0, 1, /, 0, 0, -26, -60
- Cc1cccc(NS(=O)(=O)c2c(C)n[nH]c2C)c1
→ 8, -2, -11, -10, /, -1, /, /
- Cc1cccc(OCC(=O)Nc2ccc(N3CCN(C(=O)c4ccco4)CC3)cc2)c1
→ 1, 3, 8, -1, -3, 5, 28, /
- O=C(CCSCCC(=O)NN=Cc1ccccc1)NN=Cc1ccccc1
→ 4, 5, 1, /, -21, -4, 5, -1
- CC(=O)Nc1cccc(-c2csc(C(O)c3ccccc3)n2)c1 (stereo not given)
→ 2, -1, 9, /, /, -2, /, -9
- CN(C)c1ccc(NS(=O)(=O)c2ccc(-c3csnn3)cc2)cc1
→ /, -1, -10, /, /, -4, 20, 1
- CCc1cccc(NC(=O)CSc2nnc(Cc3ccc(OC)cc3)c(=O)[nH]2)c1
→ /, /, /, -1, 2, /, -14, -4
- C=C1C(O)C[C@H]2C(=C)CCC3[C@H](OC(=O)[C@]3(O)CO)[C@@H]12 (stereo not given in full)
→ 5, 0, /, /, 8, -1, 5, 29
- CCCNC(=O)N(C)C[C@@H]1Oc2cc(C#C[C@H](C)O)ccc2S(=O)(=O)N([C@@H](C)CO)C[C@H]1C
→ 2, 1, 2, 2, 12, 3, 33, /
- COc1ccc(NC(=O)c2cc(-c3cc(C)ccc3O)n[nH]2)cc1Cl
→ -11, 1, -19, 1, /, -1, /, /
- COc1ccc(NC(=O)Nc2ccc3c(c2)CC(=O)N([C@@H](C)CO)C[C@H](C)[C@H](CN(C)C(=O)Nc2ccc(C(F)(F)F)cc2)O3)cc1
→ -13, 12, -7, 11, -14, 57, -3, -11
- COc1ccc(S(=O)(=O)N2CCN(c3ccccn3)CC2)cc1OC
→ 22, 2, -3, -17, 32, 1, -2, /
- Cc1ccc(NC(=O)COC(=O)c2ccc(S(=O)(=O)N3CCCC3)cc2)cc1
→ 4, 0, 5, -8, 12, -3, -10, /
- CC(C)Cc1nc(N2CCC(C(N)=O)CC2)c2nnn(Cc3ccccc3)c2n1
→ -3, -2, 5, -10, /, 6, /, /
- Nc1ccc2c(c1)C(=O)N(CC1CCCO1)C2=O (stereo not given)
→ 10, 2, -2, -5, /, -5, /, /
- CCN(CC(=O)NC1CCS(=O)(=O)C1)S(=O)(=O)c1ccc(Br)cc1 (stereo not given)
→ -2, -1, /, -6, /, 0, 0, 6
- Cc1ccccc1Cn1c(C)nc2ccc([N+](=O)[O-])cc2c1=O
→ -1, -7, /, 7, 5, -1, -5, 23
- CS(=O)(=O)Nc1ccc2c(c1)[C@@H]1C[C@H](CC(=O)NCc3ccccn3)O[C@@H](CO)[C@@H]1O2
→ -1, -1, 3, -2, 6, -10, 6, -12
- C[C@@H]1CN([C@@H](C)CO)C(=O)CCCn2cc(nn2)CO[C@@H]1CN(C)S(=O)(=O)c1ccccc1C#N
→ /, /, 2, /, 5, /, -3, -7
- CC(C(=O)O)c1ccc2c(c1)[nH]c1ccc(Cl)cc12 (stereo not given)
→ 7, -3, 2, 0, /, 2, -3, 2
- Cc1ccc(S(=O)(=O)N2CCN(Cc3ccco3)CC2)c(C)c1
→ 9, -3, 6, 17, 13, 1, 0, 14
- O=C(CC(F)(F)F)N1C[C@@H]2[C@H](c3ccccc31)[C@H](CO)N2Cc1cccnc1
→ -25, -3, -6, 1, 6, 1, -3, 12
- COc1ccc(-c2cc(-c3ccc(O)cc3)nc(N)c2C#N)cc1OC
→ 43, 3, /, 6, 19, -3, 29, 15
- O=[N+]([O-])c1ccc(N2CCN(S(=O)(=O)c3ccc(Cl)cc3)CC2)cc1NCC1CCCO1 (stereo not given)
→ -13, 9, 8, 0, -6, -1, 0, /
- O=C(NCCCO)/C(=C\c1ccco1)NC(=O)c1ccc(Br)o1
→ /, /, /, 0, 12, /, -2, 10
- COc1ccc(NC(=O)CCNS(=O)(=O)c2cccc3nsnc23)c(OC)c1
→ 6, 2, 1, -2, 12, -1, 4, 7
- O=C(Nc1ccc(Cl)cc1)c1csc([C@H]2C[C@H](O)[C@@H](CO)O2)n1
→ -6, 2, /, /, 4, -1, -60, -155
- CCOC(=O)N1CCN(CC(O)c2ccccc2)CC1 (stereo not given)
→ /, /, /, -5, 9, /, 1, -13
- O=C(NC1CCSC1=O)c1ccc(Oc2ccc(F)cc2)nc1 (stereo not given)
→ 5, -5, 6, 1, -1, 3, 4, /
- CCOC(=O)c1cc(-c2ccc(N3CCOCC3)cc2)nn1-c1ccccc1
→ /, /, /, -2, 9, /, -5, -1
- C/C(Cc1ccccc1)=N\NC(=O)c1ccc(F)cc1
→ 4, /, 2, 3, -3, /, /, -12
- Cc1c(C(=O)Nc2nccs2)oc2ccc(F)cc12
→ -16, 4, /, /, -1, 1, -60, -10
- CCOC(=O)C1=C(COC(=O)c2ccccc2[N+](=O)[O-])NC(=O)NC1C (stereo not given)
→ /, /, 2, 0, 6, /, -7, -14
- CCCNC(=O)C[C@H]1C[C@H]2c3cc(NS(=O)(=O)c4ccc(OC)cc4)ccc3O[C@H]2[C@H](CO)O1
→ -13, 0, -2, -10, -8, 3, -3, 13
- O=C(NC(Cc1ccccc1)C(=O)N1CCN(S(=O)(=O)c2ccccc2)CC1)c1ccccc1 (stereo not given)
→ -2, -3, -3, 29, -14, -1, -4, 15
- CCN(CC)C(=O)CSc1ncnc2c(-c3cccs3)nsc12
→ 50, -4, 15, -10, /, 0, /, -79
- COc1ccc(C(C(=O)NC2CCCC2)N(C(=O)c2snc(C(N)=O)c2N)C2CCCC2)cc1OC (stereo not given)
→ -3, -4, /, 5, -7, 5, 9, 5
- N#Cc1ccc(C(=O)NC23CC4CC(CC(C4)C2)C3)cc1
→ 13, 7, -2, -1, 5, 1, 2, -7
- C[C@@H]1CN([C@H](C)CO)C(=O)c2cccc(NC(=O)Nc3cccc4ccccc34)c2O[C@@H]1CN(C)S(C)(=O)=O
→ -5, -1, -5, -2, -4, 1, 0, 20
- O=C(Cn1cc([N+](=O)[O-])ccc1=O)NC1CCCCC1
→ 0, 2, /, /, 15, -3, 7, 7

Entries of single compounds from above:
CC(C(=O)O)c1ccc2c(c1)[nH]c1ccc(Cl)cc12 (stereo not given) is listed as C2C12 statin: 7; PglD inh: -3; PGC1a acetyl inh: 2; ARNT TACC3 PPI: 0; INS-1E GSIS act: /; Cneo AK release: 2; LGR2 antag: -3; PAX8 inh HTS: 2
CCOC(=O)C1=C(COC(=O)c2ccccc2[N+](=O)[O-])NC(=O)NC1C (stereo not given) is listed as C2C12 statin: /; PglD inh: /; PGC1a acetyl inh: 2; ARNT TACC3 PPI: 0; INS-1E GSIS act: 6; Cneo AK release: /; LGR2 antag: -7; PAX8 inh HTS: -14

The listing continues:
Value order: C2C12 statin, PglD inh, PGC1a acetyl inh, ARNT TACC3 PPI, INS-1E GSIS act, Cneo AK release, LGR2 antag, PAX8 inh HTS
- CN(C)/C=N/c1ncnc2c1cnn2-c1ccc(C(F)(F)F)cn1
→ /, /, 6, 0, 1, /, -50, /
- CC(=O)N/C(=C\c1ccccc1)C(=O)OCC(=O)NC1CCCC1
→ /, 16, 4, -21, 12, -2, 33, 150*
- C[C@@H]1CN([C@@H](C)CO)C(=O)CCCn2nncc2CO[C@H]1CN(C)C(=O)Nc1ccccc1C(F)(F)F
→ 16&-1&-2, -5&-3, 11&4&7, -1, 1&16, 1&2, 2&7, 7&5&7
- Cc1ccc(SCCC(=O)Nc2ccccc2C(=O)NC(C)C)cc1
→ /, /, /, 16, -10, /, 5, 12
- C#CCOc1ccc(/C=C2/C(=O)ON=C2C)cc1Br
→ -5, -2, -2, -5, -4, -1, -8, -33
- Cc1cc(N2C(=O)CCC2=O)ccc1NC(=O)c1cccs1
→ 13, -7, 7, -3, /, 1, /, -12
- COc1cc(C(=O)Nc2sc3c(c2C(=O)O)CCC3)cc(OC)c1OC
→ -6, -4, /, -5, 14, -3, 7, 16
- CCS(=O)(=O)Nc1ccc2c(c1)C(=O)N(C)C[C@@H](OC)[C@H](C)CN(Cc1nccs1)[C@H](C)CO2
→ 18, 0, 3, -8, 2, 2, 2, /
- C[C@@H](NC(=O)C[C@H]1C[C@H]2c3cc(NS(C)(=O)=O)ccc3O[C@H]2[C@H](CO)O1)c1ccccc1
→ -3, 0, -8, -8, 1, 0, 17, 3
